# MITF primary: MITF inhibitors, primary screen, biochemical, AlphaScreen, human; Microphthalmia-associated transcription factor (Homo sapiens), O75030; inhibition, % at 2.6 µM; hit rate 0.91% among 650,000; AlphaScreen MITF homodimerization, bead proximity signal; in the data active means inhibition above about 50%;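 further: 0% = vehicle wells with protein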
# Target sequence (O75030 whole entry, looked up): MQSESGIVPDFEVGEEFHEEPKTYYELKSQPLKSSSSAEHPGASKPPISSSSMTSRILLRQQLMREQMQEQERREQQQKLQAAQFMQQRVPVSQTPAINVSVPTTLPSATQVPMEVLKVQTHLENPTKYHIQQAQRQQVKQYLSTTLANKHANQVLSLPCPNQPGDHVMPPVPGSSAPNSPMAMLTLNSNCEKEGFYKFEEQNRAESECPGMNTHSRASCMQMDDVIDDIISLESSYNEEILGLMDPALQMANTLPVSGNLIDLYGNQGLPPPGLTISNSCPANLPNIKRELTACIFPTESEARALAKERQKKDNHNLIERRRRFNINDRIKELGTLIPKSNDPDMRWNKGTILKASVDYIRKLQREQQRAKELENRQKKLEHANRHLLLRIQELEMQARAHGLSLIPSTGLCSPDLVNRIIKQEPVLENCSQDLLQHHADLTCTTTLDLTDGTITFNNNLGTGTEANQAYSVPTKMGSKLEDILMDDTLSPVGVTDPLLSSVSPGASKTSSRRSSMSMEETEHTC
# GPR151 activ: activators of human GPR151, primary screen, cell-based, PathHunter beta-arrestin, luminescence | G-protein coupled receptor 151 (Homo sapiens), Q8TDV0 | hit rate 1% among 650,000 | PathHunter beta-arrestin GPR151 cells | activation, % at 11.2 µM | AID 1508602, 2020; in the data active means activation above about 4.9%;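 further: 0% = median of compound wells and 100% = cells with positive control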
# Target sequence (Q8TDV0 whole entry, looked up): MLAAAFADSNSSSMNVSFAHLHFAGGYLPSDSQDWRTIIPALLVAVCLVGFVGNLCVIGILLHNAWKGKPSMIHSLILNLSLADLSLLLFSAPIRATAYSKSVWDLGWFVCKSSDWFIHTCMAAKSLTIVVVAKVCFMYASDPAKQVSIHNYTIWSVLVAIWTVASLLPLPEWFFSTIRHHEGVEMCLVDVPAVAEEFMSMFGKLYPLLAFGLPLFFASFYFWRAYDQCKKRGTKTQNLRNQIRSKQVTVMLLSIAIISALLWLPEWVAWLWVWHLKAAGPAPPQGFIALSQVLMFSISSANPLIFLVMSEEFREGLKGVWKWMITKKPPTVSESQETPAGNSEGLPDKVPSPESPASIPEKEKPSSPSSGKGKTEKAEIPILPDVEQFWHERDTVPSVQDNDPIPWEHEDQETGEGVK
# FBW7 act: FBW7 E3 ligase activators, primary screen, biochemical, AlphaScreen, human; AlphaScreen FBW7–phospho-cyclin E peptide binding, activator screen; AID 1259310, 2017; normalized activity (activation), % at 26.1 µM; hit rate 0.13% among 650,000; in the data active means normalized activity above about 1.9%;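 further: purified mutant Fbw7 with reduced substrate affinity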
# TEAD-YAP block: TEAD-YAP interaction inhibition, primary screen, TEAD-YAP interaction inhibitor project, luminescence, HEK-TIYL cells; TEAD-Gal4/YAP UAS-luciferase luminescence; inhibition, % at 9.12 µM; hit rate 1.4% among 640,000; in the data active means inhibition above about 32%;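 further: 0% = median of test compound wells and 100% = reference inhibitor wells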
# Starred values were filed as active, the others as inactive; & = joins results of further samples.
# Every second line gives: MITF primary	TEAD-YAP block	GPR151 activ	FBW7 act
- O=[N+]([O-])c1ccc(CSc2nnc(-c3cnccn3)n2-c2ccccc2)cc1
 : 6	-4	-1.1	0.0
- CC(C)Oc1ccccc1C(O)c1nnc(-c2ccccc2)o1 (centres undefined)
 : 4	4	2.0	0.4
- NC(=O)c1ccc(-c2nccc(NCCc3ccc(O)cc3)n2)cc1
 : 8	-14	0.4	0.0
- Cc1ccc(S(=O)(=O)N(CCC(N)=O)Cc2ccccc2)cc1
 : 6	-1	1.4	-0.1
- Nc1nonc1C(=O)OCc1ccc(Cl)cc1Cl
 : -9	-5	0.5	0.0
- O=S(=O)(NCCSc1ccc(Cl)cc1)c1ccc(F)cc1
 : -7	-3	-1.1	0.0
- COC(=O)c1ccccc1NC(=O)CSc1nc2ccsc2c(=O)n1Cc1ccc(C(=O)O)cc1
 : -13	-2	0.6	0.0
- C=CCn1c(=O)c2ccccc2n2c(SCC(=O)NC(C)(C)C)nnc12
 : -4	7	-0.5	0.2
- COc1ccc(NC(=O)c2c(NC(=O)c3ccco3)sc3c2CCC3)cc1
 : -10	-11	-0.5	-0.2
- CCn1c(SCC(=O)c2ccc(OC)cc2)nc2c1c(=O)n(C)c(=O)n2C
 : 5	-5	-0.1	-0.1
- Cn1c(SCC#N)nnc1-c1ccncc1
 : 1	-7	-0.2	0.0
- Cc1cc(O)c(NC(=O)c2cc([N+](=O)[O-])ccc2Cl)cc1C
 : 6	43*	-1.4	0.7
- N#CCc1c(C#N)c(N)nc(N(CCO)CCO)c1C#N
 : 8	-5	0.3	-0.1
- CCOC(=O)C1CCN(S(=O)(=O)c2ccc(F)c(C(=O)Nc3cccc(C)c3C)c2)CC1
 : 3	6	-1.8	0.0
- CN1CCC(N(C)Cc2cc(F)ccc2F)CC1
 : 46	2	-1.1	-0.1
- Cc1ccc(C(=O)N/C(=C/c2ccccc2F)C(=O)NCCc2ccccc2)cc1
 : 14	-2	-2.2	0.1
- COc1ccc(CCNC(=O)c2cccc(-c3ccc(OC)nc3)n2)cc1
 : -4	6	1.7	0.0
- Ic1ccc(-c2nc(-c3ccncc3)no2)cc1
 : 1	-18	-0.4	-0.1
- Oc1ccccc1/C=N/Nc1nc(-c2cccnc2)nc2ccccc12
 : -8	0	0.0	0.1
- C=CCNS(=O)(=O)c1c(C)cc(Cl)nc1Cl
 : 6	6	0.4	-0.1
- O=C(C1CCCCC1)N1CCN=C1SCc1cccnc1
 : -6	-19	-0.9	-0.1
- Cc1cc(C)cc(NC(=O)CCN2CCc3ccccc3C2)c1
 : -1	-5	-0.9	0.3
- COc1ccc(NC(=O)c2csc3c2CCCC3)c(OC)c1
 : -14	-18	0.0	0.1
- Cc1nc2sccn2c(=O)c1S(=O)(=O)N1CC(=O)N(CCc2ccccc2)C(=O)C1
 : 6	3	1.7	0.1
- COC(=O)[C@@H](N)Cc1ccc(O)c(O)c1
 : 3	2	1.7	0.2
- COc1ccc(S(=O)(=O)N(CC(=O)NCc2cccnc2)c2ccc(C)cc2)cc1
 : 0	7	0.4	-0.1
- Cc1cc(C(F)F)n2ncc(C(=O)N3CCC(C(N)=O)CC3)c2n1
 : 5	-4	-0.4	0.5
- O=C(Nc1ccc2c(c1)OCCO2)C1CC(O)CN1C(=O)Nc1ccccc1 (centres undefined)
 : -9	-7	0.0	-0.1
- O=C(NCC(F)(F)F)c1ccc(N2CCCC2=O)cc1
 : 4	0	0.8	0.1
- C=C(C)C(C)(O)C#CCN1CCCC1 (centres undefined)
 : 2	-1	1.1	0.4
- NS(=O)(=O)c1ccc(NC(=S)N2CCN(CCO)CC2)cc1
 : 14	5	-0.6	0.8
- N#CC(C#N)C(CC(=O)c1ccc(Cl)cc1)c1cccs1 (centres undefined)
 : -12	-4	0.3	-0.2
- O=C(Cn1c(=O)oc2cc(S(=O)(=O)N3CCCCCC3)ccc21)Nc1ccccn1
 : -2	-3	2.1	-0.1
- Cc1cccc(C)c1NC1OC(=O)c2ccccc21 (centres undefined)
 : 8	7	1.3	0.0
- CC1(C)Cc2ccccc2-c2nnc(-c3cccnc3)n21
 : -11	-6	-0.8	-0.2
- O=C(Nc1ccccc1F)c1ccc2ccccc2c1
 : -2	-1	-0.9	-0.1
- COc1ccccc1S(=O)Cc1ccc(C(=O)O)o1 (centres undefined)
 : 2	5	0.3	-0.2
- COc1ccc(-c2cccc(C(=O)Nc3ccc(Oc4ccccc4)cc3)n2)cn1
 : 15	-3	-0.5	0.2
- O=C(Nc1cc(C(=O)N2CC=C(c3ccccc3)CC2)ccc1N1CC2CC(C1)c1cccc(=O)n1C2)c1ccc(F)cc1 (centres undefined)
 : 19	-3	-1.6	0.0
- COc1ccc2c(c1OC)C(=O)OC2CC(=O)c1ccc(Br)cc1 (centres undefined)
 : 7	6	-0.7	0.1
- COc1cccc(CN2CCN(Cc3cc(OC)ccc3OC)CC2)c1
 : 75*	8	0.7	0.0
- CC(=O)OC1CCC2(C)C(=CCC3C2CCC2(C)C3CC3OC32C(=O)C2CO2)C1 (centres undefined)
 : -10	3	0.9	-0.3
- COc1ccc(C(=O)CSc2nc3cc4c(cc3cc2C#N)OCO4)cc1
 : -4	-15	0.6	0.0
- Cc1cccnc1NC(=O)COc1ccc(Br)cc1
 : -8	-53	0.2	-0.1
- CCOc1ccc(NC(=O)Nc2cccc(C)n2)cc1
 : -2	-28	-0.8	-0.3
- O=S(=O)(c1ccccc1)c1nc(-c2ccc(F)cc2)oc1N1CCOCC1
 : 12	7	-0.3	0.0
- Nc1cccc(-n2nncc2-c2ccccc2)c1
 : 7	3	-0.1	0.8
- C=CCn1c(SCC(=O)c2ccc3c(c2)Cc2ccccc2-3)nnc1-c1cccc(OC)c1
 : 3	17	0.3	0.0
- COc1ccccc1C1(CNC(=O)CN2C(=O)CCC2=O)CCOCC1
 : 5	9	3.7	0.0
- CCOc1ccc(C(=O)Nc2ccc(Cl)cc2)cc1Br
 : -8	-38	2.0	0.0

# (continued)
# Every second line gives: MITF primary	TEAD-YAP block	GPR151 activ	FBW7 act
- CCCn1c(C)cc(C(=O)COC(=O)c2ccc(Cl)c(N)c2)c1C
 : 6	-46	-0.7	0.2
- Cc1nc2sc(C(=O)c3cccs3)c(N)c2c(C)c1C
 : -12	-26	0.2	0.0
- CNc1cc(N2CCN(S(=O)(=O)c3ccc(OC)c(OC)c3)CC2)ccc1[N+](=O)[O-]
 : 11	13	1.7	-0.3
- CCCCCNC(=O)c1ccc2c(c1)ncn2-c1ccc(C)c(Cl)c1
 : 4	-15	-2.0	-0.1
- COc1cccc(CNC(=O)Nc2ccc(-c3ccnc(N)n3)cc2)c1
 : 6	-8	0.2	-0.1
- Cc1ccc(-n2cnc3ccccc3c2=O)cc1Br
 : 9	-3	-0.1	0.0
- CCOC(=O)N1CCN(S(=O)(=O)c2cn(C)nc2C)CC1
 : 4	4	-0.2	0.0
- Cc1cccc2[nH]c(-c3ccc(N)cc3)nc12
 : 6	-27	-5.9	0.0
- COc1ccccc1CNc1nc2ccccc2n2c(C)nnc12
 : 5	-17	0.1	1.4
- O=S1(=O)C=CC(Nc2ncnc3sccc23)C1 (centres undefined)
 : 4	5	2.2	0.0
- COCCNC(=O)C1CC(=O)N(Cc2ccc(OC)cc2)C1 (centres undefined)
 : 15	4	0.6	0.8
- CCCCN(C)C(=O)c1ccc(NC(=O)C2(c3ccc(OC)cc3)CCOCC2)cc1
 : 14	-2	-0.5	0.0
- CCCCCCn1c(=O)c2c(ncn2CC(O)CO)n(C)c1=O (centres undefined)
 : 12	3	1.4	0.8
- O=C(N=Nc1c(O)[nH]c(=O)[nH]c1=O)c1ccc([N+](=O)[O-])cc1
 : 13	9	-1.3	-0.3
- CCOc1ccc(-c2noc(CCC(=O)O)n2)cc1
 : -18	50*	0.3	0.1
- Cc1ccc2cc(/C=C/C(=O)c3cccs3)c(Cl)nc2c1
 : 6	-55	0.9	-0.1
- COc1ccc2c(c1)-c1c(ssc1=Nc1ccccc1)C(C)(C)N2
 : 5	-10	-0.4	-0.2
- CC1CN(C(=O)Cc2ccc(Cl)cc2)CC(C)O1 (centres undefined)
 : -16	3	-1.2	0.5
- CC1=CC(C)(C)N(S(=O)(=O)c2ccc(F)cc2)c2ccc(C)cc21
 : 11	44*	-0.5	1.0
- CCOc1ccc(C(=O)NC(CC)CC)cc1
 : 1	-2	-0.3	-0.1
- Cc1cccc(OCCOCCOc2ccccc2/C=C2\SC(N)=NC2=O)c1
 : 10	-6	1.0	-0.1
- Cc1cc(C)cc(-n2c(C)nc3cc(C(=O)NCCN4CCOCC4)ccc32)c1
 : -5	-1	0.2	-0.2
- COc1ccc(NC(=O)CSc2nnc(-c3cccnc3)s2)cc1
 : 7	-2	0.1	0.2
- O=C(Nc1cc(C(F)(F)F)ccc1Cl)c1cc(S(=O)(=O)N2CCCC2)ccc1F
 : 0	0	1.2	0.1
- COc1ccc(OC)c(C(=O)c2ccc(C(=O)NC3CC(C)(C)NC(C)(C)C3)cc2)c1
 : -12	18	-0.7	0.1
- C=CCNC(=O)CSCc1ccc(Br)cc1
 : 11	-2	0.9	0.0
- COc1ccc(-c2nc(NC3CC3)c3[nH]cnc3n2)cn1
 : 1	-3	1.1	0.1
- CC1=NN(c2cccc(C(=O)O)c2)C(=O)/C1=C\c1ccc(-c2cc([N+](=O)[O-])ccc2O)o1
 : 11	-1	0.4	0.0
- COc1cccc(CN2CCN(C(=S)Nc3ccc([N+](=O)[O-])cc3)CC2)c1
 : 18	8	3.9	-0.2
- CC(=O)N(CC12CC3CC(CC(C3)C1)C2)C1CC(=O)N(c2ccc(F)cc2)C1=O (centres undefined)
 : -12	-5	0.9	0.2

# Complete entries from above. Order of values: MITF primary	TEAD-YAP block	GPR151 activ	FBW7 act
# O=C(Nc1cc(C(F)(F)F)ccc1Cl)c1cc(S(=O)(=O)N2CCCC2)ccc1F in the list: 0	0	1.2	0.1
# COC(=O)[C@@H](N)Cc1ccc(O)c(O)c1 in the list: 3	2	1.7	0.2
# COc1ccccc1CNc1nc2ccccc2n2c(C)nnc12 in the list: 5	-17	0.1	1.4
# Cc1ccc(-n2cnc3ccccc3c2=O)cc1Br in the list: 9	-3	-0.1	0.0
# Cc1cc(O)c(NC(=O)c2cc([N+](=O)[O-])ccc2Cl)cc1C in the list: 6	43*	-1.4	0.7

# Next part.
# Every second line gives: MITF primary	TEAD-YAP block	GPR151 activ	FBW7 act
- Cc1ccc(C(=O)N2CC(=O)Nc3ccccc32)cc1[N+](=O)[O-]
 : -7	5	1.1	-0.1
- CC1(C)N=C(c2ccc(F)cc2)C(=O)N1CC(=O)Nc1cccc(Cl)c1
 : 13	7	4.5	0.0
- COc1ccc(Cc2noc(-c3cc(-c4ccc(Cl)cc4)nc4ccccc34)n2)cc1OC
 : -14	-6	1.5	0.0
- Cc1cccc(C(=O)NCCCN2CCOC(c3ccccc3)C2)c1 (centres undefined)
 : 7	5	1.1	0.0
- COc1cc2c(cc1OC)CN(C(=O)C1CCN(c3ccc(-n4cccn4)nn3)CC1)CC2
 : 10	22	-0.2	-0.3
- CN1C(=O)/C(=C/c2ccccc2Cl)Sc2ccc(C(=O)O)cc21
 : 13	13	-0.8	0.7
- Cc1cc(C(=O)COC(=O)c2ccc(O)cc2)c(C)n1CC1COc2ccccc2O1 (centres undefined)
 : 11	11	2.5	0.2
- CC(=O)c1cccc(Nc2nc(-c3ccc(F)cc3F)cs2)c1
 : -2	-67	-0.5	-0.1
- Cc1cccc2c(Nc3ccc4c(c3)OCO4)nc(CN(CC3CCC(=O)N3)C(C)C)nc12 (centres undefined)
 : 23	-13	-1.0	0.4
- COc1ccc(CNC(=O)Cn2ncc3ccc(C)cc32)cc1
 : 15	-10	-0.7	0.0
- CN(CCCC(=O)N1CCCC1)S(=O)(=O)c1ccc2c(c1)C(=O)c1ccccc1C2=O
 : -1	-2	2.3	-0.3
- Cc1ccc(-c2nnc(NCc3ccccc3)c3ccccc23)cc1S(=O)(=O)NCc1ccccn1
 : 16	14	-0.9	0.2
- Cc1nc(C)c(C(=O)Nc2ccc(F)cc2)o1
 : 13	-4	-0.7	0.0
- Cc1cccc(NC(=O)C(NS(=O)(=O)c2ccc3c(c2)CCC(=O)N3)c2ccccc2)c1 (centres undefined)
 : -9	-10	-0.5	0.8
- Cc1ccc(C)c(OCc2cc(C(=O)N3CCN(c4cnccn4)CC3)no2)c1
 : 11	8	-0.4	-0.1
- CCn1c(CNc2ccc(C)cc2C)nnc1SCC(=O)OC
 : 10	-6	0.1	0.2
- O=C1c2cccc3c(N4CCOCC4)ccc(c23)C(=O)N1/N=C/c1ccccc1
 : -9	-14	0.4	-0.2
- COc1cc(Nc2nc(N3CCc4ccccc4C3)nc3c2ncn3-c2ccccc2)cc(OC)c1OC
 : 18	21	-1.5	0.0
- OCc1ccc(-c2cnc3ccc(NCc4ccc5c(c4)OCO5)nn23)cc1
 : 11	58*	-1.0	0.7
- CC(C)NC(=O)CN(Cc1ccc2c(c1)OCO2)C(=O)CCC(=O)Nc1ccccn1
 : 1	3	-0.8	0.0
- COC(=O)C1=C(C)Nc2ncnn2C1c1ccc(O)cc1 (centres undefined)
 : -2&-3	-15&0	-1.2&-0.1	0.1&0.0
- Nc1nnc2c(Nc3ccccc3)nc3nonc3n12
 : 25	-43	-0.5	-0.8
- CC(C)C(NC(=O)/C(=C\c1ccccc1)NC(=O)c1ccc(Br)o1)C(=O)O (centres undefined)
 : -3	-2	-0.8	0.0

# Screening results (PubChem)
